HRP interference: HRP/luminol detection interference without ALR, dose response, artefact control for ALR inhibitor project, biochemical, luminescence, no ALR or DTT. HRP/H2O2 luminol luminescence counterscreen, no ALR. AC50 in µM for hits, for the others activity change, negative = inhibition, % at the top dose, mostly 10 µM. 2,500 tested, 15% active;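 active = signal-lowering compounds whose fitted half-maximal concentration AC50 is no higher than ten times their top tested concentration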;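 also: 0% = median of neutral control wells and -100% = median of quercitin 100 µM wells; many of its hits are not listed in these tables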
* = called active by the depositor. The list is partial; the hit share may differ from the screen's.

SMILES | HRP interference
c1ccc(CCN2CCC(N3CCN(c4ccccc4)CC3)CC2)cc1 | -1.6%
CNC(=O)Oc1ccc(N(C)C)cc1C(C)C | -2.2%
O=P(CN1CCN(c2ccccc2)CC1)(N1CCCCC1)N1CCCCC1 | -3.4%
CCCC/C(=N/O)c1c(C)[nH]c2ccccc12 | 1.3%
O=C1NC(=O)N(c2ccccc2)C(=O)/C1=C/C=C/c1ccco1 | -5.1%
O=C(c1ccccc1)C(CN1CCCC1)c1ccccc1 (stereo not given) | -1.9%
CN(C)c1nc(N(C)C)nc(N(C#N)CCCl)n1 | -3.1%

Compounds above that contain nitrogen in an aromatic ring (2):
SMILES | HRP interference
CCCC/C(=N/O)c1c(C)[nH]c2ccccc12 | 1.3%
CN(C)c1nc(N(C)C)nc(N(C#N)CCCl)n1 | -3.1%

Of the compounds above, these have four or more nitrogen atoms:
SMILES | HRP interference
O=P(CN1CCN(c2ccccc2)CC1)(N1CCCCC1)N1CCCCC1 | -3.4%
CN(C)c1nc(N(C)C)nc(N(C#N)CCCl)n1 | -3.1%
